High-throughput results: PubChem BioAssay, National Center for Advancing Translational Sciences (NCATS)
IL2 activator – activators of IL-2. IL-2 activation reporter assay, cell-based qHTS; stimulated with anti-CD3/CD4/CD28 beads; in transgenic mouse T cells. activation, % (series mostly up to about 46 µM). 360,000 compounds, 0.065% hits. AID 652025; in the data active = activation above about 50%; inconclusive = mostly about 30% to 49%; note: 0% is about no effect
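Unstimulated transgenic mouse T cells; 60-min compound exposure; bead-based TCR/CD4/CD28 stimulation; 18 h culture, 37 degrees C; dual fluorescence (EGFP, DsRed) plate cytometry.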
HepG2 tox – HepG2 cytotoxicity, counter-screen for TGF-b inhibitors. HepG2 CAGA-GFP viability, ATP luminescence, 18 h. Potency, µM (highest dose often 46.1 µM), for the others: at the top dose activity change, negative = cytotoxicity, usual class: cytotoxic. 410,000 compounds, 0.76% hits. AID 588856; note: potency is the fitted concentration of half-maximal effect; some results filed as inactive show a strong effect at the top dose
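HepG2 CAGA-GFP cells (1000/well, DMEM with 1% FBS) received compound, then TGF-beta at 500 pg/mL final, and were incubated 18 hours at 37 degrees C. Viability was read by CellTiter-Glo luminescence. Media-only wells were set as complete cell-killing and DMSO as no toxicity.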
TGFb inhibitor – inhibitors of TGF-b signaling | HepG2 CAGA-GFP TGF-b/SMAD3 reporter, GFP fluorescence, 18 h; TGF-beta stimulated, 500 pg/mL final | Potency, µM (doses to about 46.1 µM), for the others: at the highest dose activity, negative = inhibition, hits mostly inhibitors | 410,000 compounds, 1.2% hits | AID 588855; note: potency is the fitted concentration of half-maximal effect; % is set by controls: 0 for no effect and ±100 for the full control effect; nearly all actives have a fitted effect of over 65% in size
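Cell-based qHTS in HEPG2 carrying a CAGA-GFP Smad reporter; compounds added before 500 pg/mL final TGF-beta, 18 h incubation at 37 degrees C, GFP fluorescence quantified per cell by imaging cytometry.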
ATXN viability – cell viability loss in ATXN counter-screen. S2 cells (HEK-293 line with an ATXN2-luciferase reporter) viability, CellTiter-Fluor protease fluorescence, 24 h. Potency, µM (series often up to 56.7 µM), actives largely listed as cytotoxic. 400,000 compounds, 0.49% hits. AID 651635; note: potency is the fitted concentration of half-maximal effect; nearly all actives have a fitted effect of over 40% in size
EPAC2 ag – activates human EPAC2 exchange factor; Q8WZA2; EPAC2 activation, biochemical qHTS; response scale: 100% = 6.5 mM cAMP response; Potency, µM (highest dose often 154 µM), for inactives: at the top dose activation, usual class: activators; 360,000 compounds, 0.079% hits; AID 720711; note: potency is the fitted concentration of half-maximal effect; nearly all actives have a fitted effect of over 50% in size
Target sequence (Q8WZA2 whole entry, looked up): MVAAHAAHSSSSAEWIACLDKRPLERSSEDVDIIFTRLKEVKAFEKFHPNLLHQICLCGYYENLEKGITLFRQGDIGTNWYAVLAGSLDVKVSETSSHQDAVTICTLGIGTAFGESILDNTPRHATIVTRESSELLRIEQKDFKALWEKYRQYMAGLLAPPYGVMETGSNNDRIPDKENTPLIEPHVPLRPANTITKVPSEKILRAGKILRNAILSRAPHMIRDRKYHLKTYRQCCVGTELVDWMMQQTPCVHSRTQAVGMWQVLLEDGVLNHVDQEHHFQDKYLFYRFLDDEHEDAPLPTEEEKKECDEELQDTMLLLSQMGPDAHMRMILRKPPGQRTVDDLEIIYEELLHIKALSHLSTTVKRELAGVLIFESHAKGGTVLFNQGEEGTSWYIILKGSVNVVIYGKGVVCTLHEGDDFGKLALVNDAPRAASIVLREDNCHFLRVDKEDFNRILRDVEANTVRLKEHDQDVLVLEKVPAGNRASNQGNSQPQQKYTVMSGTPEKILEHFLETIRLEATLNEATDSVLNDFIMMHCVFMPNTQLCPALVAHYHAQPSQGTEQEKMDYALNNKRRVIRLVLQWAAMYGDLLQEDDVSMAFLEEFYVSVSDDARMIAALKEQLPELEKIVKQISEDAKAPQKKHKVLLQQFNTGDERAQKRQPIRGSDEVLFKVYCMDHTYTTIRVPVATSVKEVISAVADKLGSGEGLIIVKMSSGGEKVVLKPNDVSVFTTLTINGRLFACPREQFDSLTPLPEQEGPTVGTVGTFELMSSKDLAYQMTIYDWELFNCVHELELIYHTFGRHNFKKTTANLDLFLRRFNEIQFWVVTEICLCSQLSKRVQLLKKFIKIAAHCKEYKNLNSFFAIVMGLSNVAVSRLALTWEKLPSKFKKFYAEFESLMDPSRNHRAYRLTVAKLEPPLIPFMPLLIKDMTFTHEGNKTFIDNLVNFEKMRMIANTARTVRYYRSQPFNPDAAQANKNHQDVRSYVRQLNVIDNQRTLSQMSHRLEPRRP
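Compounds were titrated in qHTS against a Rap1B-BODIPY-GDP (250 nM) complex with EPAC2 (100 nM) and GDP (50 uM). BODIPY-GDP release tracked at 480/540 nm over 30 min at room temperature, normalized to 6.5 mM cAMP.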
ATXN2 expr inh – inhibitors of ATXN2 expression. HEK-293 ATXN2-luciferase reporter, luminescence, 24 h. Potency, µM (series often up to 57 µM), without a hit: at the highest dose activity change, negative = inhibition, most hits filed as inhibitors. 360,000 compounds, 0.72% hits; note: potency is the fitted concentration of half-maximal effect; % is set by controls: 0 for no effect and ±100 for the full control effect; nearly all actives have a fitted effect of over 55% in size
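qHTS (up to 57 uM final) was run with 24 h compound exposure of reporter cells at 37 °C. Each well was multiplexed: SteadyGlo luminescence measured ATXN2-luciferase expression after a fluorogenic Gly-Phe-AFC viability readout (25 uM final).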
Nrf2 inh – Nrf2 pathway inhibition. A549 ARE-Fluc reporter, luciferase luminescence, 18-24 h. Potency, µM (titrated, usually from 46 µM), without a hit: top-dose activity change, negative = inhibition, actives largely listed as inhibitors. 360,000 compounds, 2.1% hits. AID 504444; note: potency is the fitted concentration of half-maximal effect; % is set by controls: 0 for no effect and ±100 for the full control effect; nearly all actives have a fitted effect of over 60% in size
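A549 ARE_Fluc cells, 5000/well, 5% FBS OPTI-MEM; compounds in dose-response, 18-24 h at 37 °C/5% CO2; CellTiter-Fluor viability read (Ex 405/Em 525), then BugLite luciferase luminescence = Nrf2 activity.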
Nrf2 ARE act – activators of Nrf2 (ARE) signaling. AREc32 ARE-luciferase reporter (MCF7-derived line), luminescence, 24 h. 410,000 compounds, 0.31% hits. AID 624171. Potency, µM (highest dose often 46.1 µM), for inactives: at the highest dose activation, hits mostly activators; note: potency is the fitted concentration of half-maximal effect; % of control where 0% means no effect; nearly all actives have a fitted effect of over 65% in size
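Nrf2 activation is followed as ARE-luciferase induction in the AREc32 line after one day of compound treatment; luminescence is read with Steady-Glo.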
A549 tox – A549 cytotoxicity, counter-screen for Nrf2 inhibitors | 390,000 compounds, 0.16% hits | AID 504648 | A549 ARE-Fluc cells, CellTiter-Fluor viability, 18-24 h | Potency, µM (titrated, usually from 46 µM), for inactives: top-dose activity change, negative = cytotoxicity, actives largely listed as inhibitors; note: potency is the fitted concentration of half-maximal effect; % is set by controls: 0 for no effect and ±100 for the full control effect
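A549 ARE-Fluc cells in 5% FBS OPTI-MEM, 5000 cells/well, rested 2 h then exposed to compounds in concentration-response for 18-24 h at 37 °C. Viability by CellTiter-Fluor fluorescence (Ex 405/Em 525) after 30 min; luciferase luminescence (BugLite, 15 min, RT) read afterwards.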
* hit, by the source's call; i = inactive; u = inconclusive; x = no result given; [ ] = another dose, or the depositor's remark. Unless noted, calls come from the whole dose curve; as a rule, active = well fitted curve in the direction sought with a large enough effect; inconclusive = small, poorly fitted or top-dose-only effect, or another doubt; inactive = no such curve, though single readings can be large; an effect the other way counts as inactive or inconclusive.

Fields – IL2 activator	HepG2 tox	TGFb inhibitor	ATXN viability	EPAC2 ag	ATXN2 expr inh	Nrf2 inh	Nrf2 ARE act	A549 tox
C=CCn1c(SCC(=O)Nc2ccccc2)nnc1-c1cccc(S(=O)(=O)N2CCOCC2)c1
 : -0.1	0%	13%	i	4%	1%	x	1.8%	-4%
COc1ccc(-n2ncc(C(C)NS(=O)(=O)c3cc(C)sc3C)c2C)cc1 (stereo not given)
 : -2.3	-38%	-24%	i	12%	x	x	-0.5%	x
CCC(NC(=S)NCc1ccccc1)C(=O)O (stereo not given)
 : 0.1	2%	-10%	i	2%	13%	11%	-0.9%	2%
Cc1ccc(CN(C(=O)COc2ccc(C(C)C)cc2)C2CCS(=O)(=O)C2)o1 (stereo not given)
 : x	-38%	-19%	u	x	u	6%	4.7%	10%
Cc1n[nH]c(C)c1S(=O)(=O)N1CCCC(C(=O)NC2CCCc3ccccc32)C1 (stereo not given)
 : -1.6	-1%	-18%	i	0%	4%	-18%	-0.2%	1%
COc1cc(NC(=O)[C@H]2O[C@@H](n3ccc(N)nc3=O)[C@H](O)[C@@H]2O)cc(OC)c1OC
 : -0.2	15%	-5%	i	3%	16%	x	0.5%	x
CCOc1c2ccc(C(=O)NCc3ccc4c(c3)OCO4)cc2nn1C
 : -1.7	-19%	-8%	i	11%	-2%	-10%	0.1%	-4%
COc1ccc(Br)cc1S(=O)(=O)n1ccnc1C
 : -1.9	7%	-13%	i	0%	-1%	-12%	-0.4%	6%
COCCCNC(=O)Cn1cnc2c(NCc3ccccc3)ncnc21
 : -0.5	0%	-8%	i	5%	4%	13%	-1.0%	-1%
O=[N+]([O-])c1cccc(-n2nncc2-c2ccccc2)c1
 : 0.7	-2%	1%	i	0%	-31%	-23%	1.0%	0%
O=C(Nc1cnn(Cc2ccc(F)cc2)c1)c1cc(-c2cccs2)on1
 : 0.1	-19%	-18%	u	-2%	-36%	u	6.3%	4%
O=C(O)CN1C(=O)C=CC1=O
 : -0.8	-2%	7%	u	2%	x	x	-1.0%	x
CC(C)(C)n1nnnc1C(c1ccccc1)N1CCN(c2ccccc2)CC1 (stereo not given)
 : 0.4	x	x	i	6%	-16%	x	0.7%	x
CCN(CC)C(=O)Cn1cnc2sc(C(=O)Nc3cc(OC)c(OC)c(OC)c3)c(C)c2c1=O
 : -2.4	-26%	-5%	i	7%	5%	u	-0.4%	7%
COc1cccc(C(=O)Nc2ccc3oc(-c4cccc5c(Br)cccc45)nc3c2)c1
 : x	5%	-2%	i	x	5%	u	-0.5%	1%
O=C(NCc1ccncc1)Nc1cccc([N+](=O)[O-])c1
 : -0.2	-27%	-22%	i	5%	x	-9%	-0.4%	0%
Nc1cn(C2OC(CO)C(O)C2O)c(=O)[nH]c1=O (stereo not given)
 : 0.5	-1%	1%	i	6%	40%[activator]	-4%	0.0%	-3%
CC(=O)Oc1cccc(C(=O)Nc2ccc(NC(=O)c3cccs3)cc2)c1
 : 0.5	7%	14%	i	12%	12%	23%	4.7%	2%
CC(=O)c1cccc(NC(=O)c2cc(C)nc3c2c(C)nn3-c2cccc(Cl)c2C)c1
 : x	0%	-14%	i	x	2%	u	-0.5%	-10%
O=C(c1cc(F)c(F)cc1Cl)N1CCCCC1
 : 0.7	-28%	u	i	11%	7%	-16%	-0.1%	-2%
O=C(COC(=O)/C=C/c1cccc(F)c1)Nc1ccccc1
 : -0.7	-3%	-1%	i	1%	24%	4%	12%	-1%
O=C(c1ccc(Cl)c(Cl)c1)N1CCC(O)(CN2CCOCC2)CC1
 : -0.9	3%	5%	i	-1%	3%[11.3 µM]	8%	-0.3%	-1%
CCCCn1c(=N)n(CC(O)COc2cccc(C)c2)c2ccccc21 (stereo not given)
 : -4.3	-95%	u	u	2%	u	-15%	2.5%	-9%
Cn1c(=O)n(Cc2ccccc2)c(=O)c2c1nc1n2CCS1
 : -0.2	1%	-4%	i	-1%	-18%	-26%	-0.6%	1%
CCN(CC)P(=O)(Nc1ccc(Br)cc1)c1c(C)nn(CCC#N)c1NC(=O)c1ccc(Cl)cc1 (stereo not given)
 : -0.4	-17%	-29%	i	9%	-2%	6%	7.8%	0%
Cc1occc1C(=O)NCCCc1ccccc1
 : -0.6	4%	-14%	i	174%[15.6 µM]	15%	50%	8.3%	5%
Cc1cccc(-c2n[nH]c(=S)n2/N=C/c2ccco2)c1
 : 0.1	-10%	1%	i	9%	-19%	-14%	20%	-6%
CC(C)[C@H](NC(=O)[C@@H]1Cc2c([nH]c3ccccc23)C2c3ccccc3C(=O)N21)C(=O)NCC1CCCO1 (stereo not given in full)
 : 0.4	-37%	-29%	i	8%	-13%	-6%	5.0%	8%
Cc1ccccc1CC1(CO)CCCN(C(=O)c2ccc(F)cc2)C1 (stereo not given)
 : -2.4	-5%	-12%	i	-4%	2%	-27%	0.1%	-3%
Cc1nc2ccc(C(=O)N(C)CC3CCCN(CCc4ccc(Cl)cc4)C3)cc2[nH]1 (stereo not given)
 : 1.9	14%	-3%	i	-3%	-11%	7%	-0.7%	1%

Some of these compounds in order of length of the SMILES, lowest first:
Fields – IL2 activator	HepG2 tox	TGFb inhibitor	ATXN viability	EPAC2 ag	ATXN2 expr inh	Nrf2 inh	Nrf2 ARE act	A549 tox
O=C(O)CN1C(=O)C=CC1=O
 : -0.8	-2%	7%	u	2%	x	x	-1.0%	x
O=C(COC(=O)/C=C/c1cccc(F)c1)Nc1ccccc1
 : -0.7	-3%	-1%	i	1%	24%	4%	12%	-1%
O=C(NCc1ccncc1)Nc1cccc([N+](=O)[O-])c1
 : -0.2	-27%	-22%	i	5%	x	-9%	-0.4%	0%

(continued)
Fields – IL2 activator	HepG2 tox	TGFb inhibitor	ATXN viability	EPAC2 ag	ATXN2 expr inh	Nrf2 inh	Nrf2 ARE act	A549 tox
COc1cccc(CNc2ccc(F)c(Cl)c2)c1OC
 : -0.3	-2%	-22%	i	21%	1%	u	2.4%	-5%
O=C(NC(Cc1ccccc1)C(=O)O)/C(=C/c1cccc(Br)c1)NC(=O)c1ccco1 (stereo not given)
 : 4.8	3%	8%	i	-2%	13%	-5%	0.2%	0%
COc1cc(C(=O)NCCc2cn3ccc(C)cc3n2)cc(OC)c1OC
 : 0.3	-38%	-26%	i	1%	-23%	-22%	2.7%	u
O=C(NCc1ccccc1)C(c1ccccc1)N(C(=O)c1csnn1)C1CC1 (stereo not given)
 : 5.9	-6%	-7%	i	3%	-19%	-24%	-0.7%	-2%
Cc1ccc(C(=O)N2CCCC2(C)C(=O)NCC(C)C)cc1F (stereo not given)
 : 1.0	-2%	9%	i	12%	-6%	x	-0.4%	x
O=C(c1ccccc1-c1ccccc1)N1CCN(c2ccccn2)CC1
 : 1.3	-47%	-26%	i	-4%	-13%	u	0.0%	-5%
CC(OC(=O)CN1C(=O)NC2(CCCC2)C1=O)C(=O)c1ccc(C(C)(C)C)cc1 (stereo not given)
 : -0.2	4%	0%	i	-11%	0%	16%	-0.4%	1%
O=C(Cc1ccc(Cl)c(Cl)c1)Nc1cccnc1
 : 0.1	-7%	-5%	i	0%	-26%	-9%	0.4%	-8%
CC(C)CC1C(=O)N(Cc2cn(CCC3OCCCO3)nn2)CCS(=O)(=O)N1Cc1ccc(-c2ccc(Cl)nc2)cc1 (stereo not given)
 : -4.1	-7%	5%	x	14%	u	x	-1.2%	x
O=C(CSc1nnc(NC(=O)c2ccc(F)cc2)s1)NCc1ccco1
 : -0.6	20%	9%	i	2%	7%	u	3.4%	11%
CN1CCN(/N=C/c2ccc(N(C)c3ccccc3)cc2)CC1
 : 0.4	-2%	-8%	u	-9%	-10%	22%	0.1%	2%
O=C(OCC(=O)c1c[nH]c2ccccc12)c1ccc(F)c(S(=O)(=O)N2CCOCC2)c1
 : 0.2	-4%	10%	u	1%	x	x	4.3%	x
COc1ccc(N(C(=O)c2ccco2)C(C(=O)NC2CCCC2)c2ccccc2)cc1 (stereo not given)
 : -2.6	-4%	-6%	u	10%	-11%	-7%	-0.6%	-9%

Structural class, the entries above containing an NH in an aromatic ring.
Fields – IL2 activator	HepG2 tox	TGFb inhibitor	ATXN viability	EPAC2 ag	ATXN2 expr inh	Nrf2 inh	Nrf2 ARE act	A549 tox
Cc1n[nH]c(C)c1S(=O)(=O)N1CCCC(C(=O)NC2CCCc3ccccc32)C1 (stereo not given)
 : -1.6	-1%	-18%	i	0%	4%	-18%	-0.2%	1%
Nc1cn(C2OC(CO)C(O)C2O)c(=O)[nH]c1=O (stereo not given)
 : 0.5	-1%	1%	i	6%	40%[activator]	-4%	0.0%	-3%
Cc1cccc(-c2n[nH]c(=S)n2/N=C/c2ccco2)c1
 : 0.1	-10%	1%	i	9%	-19%	-14%	20%	-6%
CC(C)[C@H](NC(=O)[C@@H]1Cc2c([nH]c3ccccc23)C2c3ccccc3C(=O)N21)C(=O)NCC1CCCO1 (stereo not given in full)
 : 0.4	-37%	-29%	i	8%	-13%	-6%	5.0%	8%
Cc1nc2ccc(C(=O)N(C)CC3CCCN(CCc4ccc(Cl)cc4)C3)cc2[nH]1 (stereo not given)
 : 1.9	14%	-3%	i	-3%	-11%	7%	-0.7%	1%
O=C(OCC(=O)c1c[nH]c2ccccc12)c1ccc(F)c(S(=O)(=O)N2CCOCC2)c1
 : 0.2	-4%	10%	u	1%	x	x	4.3%	x
